# TWEAK-Fn14 inh: inhibitors of TWEAK-Fn14 interaction signaling. TWEAK-stimulated Fn14 reporter cells, luciferase luminescence, 8 h. inhibition, % at 10 µM. 360,000 compounds, 2% hits. AID 1159606; in the data active means inhibition above about 50%
# SRC2 inh: inhibits human steroid receptor coactivator 2; inhibition, % at 9 µM; HEK293 GAL4-SRC2 luciferase reporter, luminescence; Q15596; 370,000 compounds, 0.17% hits;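 active means inhibition above the mean inhibition of all tested compounds plus 3 SD, set per campaign, cut at about 52% in these data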;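 further: 0% = DMSO treated cells and 100% = cells given Gossypol at 36 µM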
# TROY signal inh: blocks TROY-dependent signaling in reporter cells. Q293 LMP1-TROYcd NF-kB luciferase reporter, 4 h. inhibition, % at 10 µM. 360,000 compounds, 0.98% hits. AID 1347056;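 active means compounds whose plate-normalised and pattern-corrected inhibition of the luciferase reporter signal at the single screening dose is 50% or more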
# Exocytosis inh: lytic granule exocytosis inhibition; TALL-104 LAMP-1 surface exposure, flow cytometry; cells stimulated with thapsigargin and PMA; inhibition, % at 10 µM; 360,000 compounds, 0.66% hits; AID 651702;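 active means inhibition above about 55%, limit read from the data; inconclusive means no clear call, values can overlap the other calls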
# NOD2 RIPK2 PPI: inhibitors of human NOD2-RIPK2 interaction. AID 624267. 360,000 compounds, 0.38% hits. inhibition, % at 4.98 µM. CHO BLA complementation NOD2-RIPK2, CCF4 ratio. O43353; in the data active means inhibition above about 21%;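 further: 0% = vehicle only and 100% = reference blocker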
# SRC3 inh: human NCOA3 inhibition; Q9Y6Q9; HEK293 GAL4-SRC3 luciferase reporter, luminescence; inhibition, % at 3.6 µM; 360,000 compounds, 0.17% hits; AID 588352;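 active means inhibition above a per-campaign cutoff, the mean of all compounds plus 3 SD, cut at about 60% in these data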;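 further: 0% = DMSO-treated cells and 100% = gossypol-treated cells at 36 µM; higher means less SRC3-driven luciferase light from the GAL4 reporter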
# TLR9-MyD88 block: blocks human TLR9 binding to MyD88. AID 504734. 340,000 compounds, 0.21% hits. Q9NR96+Q99836. inhibition, % at 4.98 µM. CHO BLA complementation TLR9-MyD88, CCF4 FRET ratio;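 active means inhibition above the mean over all tested compounds plus 3 SD, cut at about 21% in these data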;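 further: 0% = DMSO only wells and 100% = clavulanate BLA inhibitor control wells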
# NR5A2 inv ag: inverse agonists of human LRH-1 (NR5A2) | O00482 | HEK293T StAR-luciferase reporter, LRH-1 transfected, 24 h | inhibition, % at 3.6 µM | 360,000 compounds, 0.13% hits;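 active means inhibition above the mean inhibition of all tested compounds plus 3 SD, cut at about 73% in these data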;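 further: 0% = DMSO wells and 100% = reporter-only cells lacking LRH-1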
# NCOA1 inh: human NCOA1 inhibition; AID 588354; 360,000 compounds, 0.12% hits; inhibition, % at 3.6 µM; HEK293 GAL4-SRC1 luciferase reporter, luminescence;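 active means inhibition above the campaign mean plus 3 SD, with each screening campaign given its own cutoff, cut at about 60% in these data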;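 further: 0% = DMSO treated cells and 100% = gossypol at 36 µM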
# Target sequence (Q15788 whole entry, looked up, the tested form may be a part): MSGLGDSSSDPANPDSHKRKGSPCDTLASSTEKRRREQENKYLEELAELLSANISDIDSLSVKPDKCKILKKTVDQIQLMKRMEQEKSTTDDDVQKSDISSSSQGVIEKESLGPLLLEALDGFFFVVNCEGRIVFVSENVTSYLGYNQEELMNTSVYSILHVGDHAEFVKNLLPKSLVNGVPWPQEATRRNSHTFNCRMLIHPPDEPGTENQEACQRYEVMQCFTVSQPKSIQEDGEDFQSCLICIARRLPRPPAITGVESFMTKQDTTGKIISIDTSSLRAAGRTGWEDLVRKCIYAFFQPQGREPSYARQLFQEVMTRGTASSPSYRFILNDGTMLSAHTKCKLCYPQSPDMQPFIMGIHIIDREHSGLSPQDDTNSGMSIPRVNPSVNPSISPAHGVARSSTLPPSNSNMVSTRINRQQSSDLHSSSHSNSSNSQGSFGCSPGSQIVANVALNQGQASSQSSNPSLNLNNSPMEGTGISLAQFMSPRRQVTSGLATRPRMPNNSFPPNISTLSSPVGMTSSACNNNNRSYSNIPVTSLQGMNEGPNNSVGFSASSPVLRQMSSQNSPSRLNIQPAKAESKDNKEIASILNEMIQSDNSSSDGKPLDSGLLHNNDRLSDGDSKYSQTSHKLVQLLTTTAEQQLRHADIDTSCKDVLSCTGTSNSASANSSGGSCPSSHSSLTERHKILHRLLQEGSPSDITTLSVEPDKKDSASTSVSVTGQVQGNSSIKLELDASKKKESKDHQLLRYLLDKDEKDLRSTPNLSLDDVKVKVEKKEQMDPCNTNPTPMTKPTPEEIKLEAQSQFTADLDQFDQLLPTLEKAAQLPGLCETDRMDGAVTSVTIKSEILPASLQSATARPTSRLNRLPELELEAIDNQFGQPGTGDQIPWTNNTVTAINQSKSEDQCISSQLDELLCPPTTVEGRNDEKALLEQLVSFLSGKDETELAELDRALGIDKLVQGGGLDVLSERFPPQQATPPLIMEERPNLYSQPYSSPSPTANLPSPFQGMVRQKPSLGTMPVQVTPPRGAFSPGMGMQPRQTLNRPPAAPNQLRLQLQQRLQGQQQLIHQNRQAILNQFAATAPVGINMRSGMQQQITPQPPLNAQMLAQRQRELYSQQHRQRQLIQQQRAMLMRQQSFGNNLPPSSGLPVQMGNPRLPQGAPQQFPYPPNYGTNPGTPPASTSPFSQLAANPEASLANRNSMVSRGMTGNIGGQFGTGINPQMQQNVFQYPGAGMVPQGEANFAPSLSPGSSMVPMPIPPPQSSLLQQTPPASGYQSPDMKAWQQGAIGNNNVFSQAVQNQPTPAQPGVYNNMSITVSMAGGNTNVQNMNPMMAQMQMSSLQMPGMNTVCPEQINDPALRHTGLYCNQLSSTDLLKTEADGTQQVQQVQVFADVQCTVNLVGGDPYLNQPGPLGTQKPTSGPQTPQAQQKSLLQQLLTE
# ABHD5-PLIN5 inh: blocks binding of human ABHD5 to perilipin-5; Q00G26+Q8WTS1; Split G. princeps luciferase complementation, luminescence, 4 h; inhibition, % at 4 µM; 360,000 compounds, 0.78% hits; AID 602281;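 active means inhibition above the mean inhibition across every tested compound plus 3 SD, cut at about 22% in these data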;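 further: 0% = DMSO only wells and the 100% control is not disclosed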
# COUP-TFII inh: inhibitors of human COUP-TFII (NR2F2); P24468; HEK293T NGFI-A luciferase reporter, luminescence; inhibition, % at 8.6 µM; 370,000 compounds, 0.7% hits; AID 686940;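 active means inhibition above a per-plate cutoff, mean inhibition of test wells between control levels plus 3 SD, cut at about 38% in these data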;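 further: cells cotransfected with COUP-TFII expression vector driving the NGFI-A reporter; 0% = median of COUP-TF2 test wells and 100% = reporter-only cells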
# Starred values were filed as active, the others as inactive; u = inconclusive; x = not tested or not shown. Only part of the results is shown, so the mix of outcomes need not match the whole.
SMILES,TWEAK-Fn14 inh,SRC2 inh,TROY signal inh,Exocytosis inh,NOD2 RIPK2 PPI,SRC3 inh,TLR9-MyD88 block,NR5A2 inv ag,NCOA1 inh,ABHD5-PLIN5 inh,COUP-TFII inh
Cc1cc(OCC(=O)N2CCC(C(=O)O)CC2)c2c(C)cc(=O)oc2c1,-12,-14,-18,2,-8,-12,12,35,5,-5,-3
Cn1nnc2cc(NC(=O)NCc3ccc4c(c3)OCO4)ccc21,-23,-7,1,-2,-6,2,1,-11,-2,2,7
Cn1c(=O)c2c(ncn2CCN(CCO)Cc2ccccc2)n(C)c1=O,10,-9,0,-1,0,8,9,10,7,1,1
O=C(NNC(=O)c1ccccc1O)c1ccc(S(=O)(=O)Nc2ccccc2)cc1,2,-20,7,15,-7,8,0,0,1,5,-12
N#Cc1cccc(CN2CCC(=O)N([C@H](CO)Cc3ccccc3)CC2)c1,-8,-4,-4,-3,-4,11,-7,7,-12,-2,5
COC(=O)c1ccc(NC(=O)COc2cccc(-n3cnnn3)c2)cc1,-32,3,-20,-1,4,2,12,50,6,1,-2
Cc1ccc2nc(N/N=C/c3ccco3)cc(C)c2c1,-10,-48,-54,-1,-6,-57,-10,-55,-68,-5,-25
O=C(COc1ccccc1)NNc1c2ccccc2nc2ccccc12,16,-1,-2,6,-9,-6,-1,-29,4,1,-6
CCOc1ccc(-n2nc3cc(C)c(N)cc3n2)cc1,-8,-3,-14,40,4,-112,1,-129,-87,11,-35
CCn1c(=O)c(C(=O)CC#N)c(N)n(Cc2ccccc2)c1=O,13,-40,-13,4,5,5,1,-10,-10,0,0
Cc1ccc(C)c(Cn2nnc3c(=O)[nH]c(C4CCN(C(=O)c5cccs5)CC4)nc32)c1,2,8,11,0,-22,6,10,12,-2,5,19
CCN(CC)S(=O)(=O)c1ccc(C)c(NC(=O)CN2CCN(Cc3ccccc3)CC2)c1,-2,-29,7,u,-11,14,3,2,17,-1,8
CCOc1cc(-c2cn(S(=O)(=O)c3cccc4nsnc34)nc2N)cc(OCC)c1OCC,-9,-12,-12,-1,-15,11,4,9,7,-6,-14
Cc1ccc(N2CC(C(=O)N(C)CC(=O)Nc3ccc(Cl)c(C(F)(F)F)c3)CC2=O)cc1 (stereo not given),14,-3,19,3,-7,16,-2,14,-25,1,3
Cc1ccc(/C=N/NC(=O)c2nn(C)cc2Cl)cc1,-10,-71,-65,4,-8,-40,-10,-90,-134,7,-30
COc1ccc(S(=O)(=O)N(C)CC(=O)NCc2cccnc2)cc1Cl,-3,-1,-8,-5,2,5,-7,14,7,4,6
CC(NC(=O)c1ccc2c(=O)n3c(nc2c1)CCCCC3)c1ccccc1 (stereo not given),-21,-8,-13,0,8,-8,0,-3,-21,4,1
Cc1onc(-c2ccccc2)c1C(=O)NC1CCCCC1C (stereo not given),-7,19,2,-6,-2,0,-9,21,0,2,-11
Cc1noc(C)c1CSc1nnc2ccc3ccccc3n12,-12,x,1,-1,-8,-3,-7,25,-29,-2,x
CCc1cccc2c(SC(C)C(=O)NCC3CCCO3)nc(-c3ccccc3)nc12 (stereo not given),-9,-22,11,4,-2,13,-2,-20,3,-7,12
Nn1c(Cc2cccc3ccccc23)nnc1SCc1c(F)cccc1Cl,0,4,-12,-2,8,13,-19,5,5,0,2
COc1cc(-c2nnc(SCC(=O)c3ccc(C)cc3)o2)cc(OC)c1OC,16,5,47,-2,9,2,5,-3,2,-5,-5
COc1ccc(C2CC(=O)N3CN(Cc4ccco4)CSC3=C2C#N)cc1 (stereo not given),5,-19,10,0,-3,-3,-5,15,-5,-17,5
O=C(NCc1ccco1)c1ccc2c(c1)N(Cc1ccccc1)C(=O)CS2,11,-9,3,4,8,11,0,13,8,0,5
CCN(CC)S(=O)(=O)c1ccc(N2CCCC2)c(NC(=O)c2ccc([N+](=O)[O-])o2)c1,-1,-5,3,13,5,-9,-5,57,-9,0,13
OCCOc1nnnn1-c1ccccc1,-11,-20,-6,2,-1,10,-4,20,12,0,15
COCc1cc(N2CCCCC2)nc(-c2ccccc2)n1,4,-16,-10,0,-11,2,10,30,-43,-3,-3
Cc1cc(=O)[nH]c(N2CCCNCC2)n1,-14,x,-6,5,-10,-3,-1,6,-9,-4,x
N#Cc1nc(COc2ccc(F)cc2)oc1NCCCn1ccnc1,-1,-5,-5,0,-4,10,-10,-10,3,5,8
Cc1ccsc1CN1CCC(C(=O)NCc2ccccc2Cl)CC1,-15,13,5,-3,13,1,2,17,-40,0,-8
C#CCSc1nc(-c2cccs2)ccc1C#N,6,-3,3,-6,-7,-1,3,12,5,-6,-1
N#CCSc1nc2ccccc2c(=O)n1CCC(=O)NCCc1ccccc1,-17,-19,6,2,2,6,-1,11,-3,3,-1
COc1cc(C(=O)Nc2nc(-c3cccs3)cs2)cc(OC)c1OC,56*,-14,45,28,-6,37,2,-3,3,3,8
COCCCn1cc(C(=O)c2ccccc2OCC(=O)Nc2cccc(F)c2)cc(C#N)c1=O,-21,-3,-13,-1,7,-14,1,0,-2,-2,-1
Cc1cc(SCc2ccc(C(F)(F)F)cc2)nc(=O)[nH]1,-11,-6,0,-9,-8,8,1,-16,-7,-5,8
COc1ccc(Cl)cc1NC(=O)CN(C)C(=O)Cn1[nH]c(=O)c2ccccc2c1=O,12,-6,-3,4,-14,13,-7,0,-12,3,4
CCN(C[C@H]1N[C@@](Cc2ccccc2)(C(=O)OC)[C@H]2C(=O)N(Cc3ccccc3)C(=O)[C@@H]12)S(=O)(=O)c1ccc(C(F)(F)F)cc1,31,19,9,9,12,-34,1,-6,-8,-8,9
Cc1ccc(S(=O)(=O)N(C)CC(=O)N2CCCc3ccccc32)cc1,-5,-1,-8,3,-2,8,-6,1,0,-3,14
CC1(C)Cc2nc3sc4c(=O)n(CC(N)=O)cnc4c3cc2CO1,-3,-18,-23,0,-4,-22,-1,-40,-25,0,-16
COC(=O)c1sc2nc(C)nc(SCC(=O)Nc3sccc3C(N)=O)c2c1C,60*,-15,49,-1,-3,-25,-6,8,-10,3,30
OCCNCc1cc(Br)ccc1OCc1ccc(F)cc1,9,13,13,-2,-3,0,-1,5,-13,9,6
OC(c1cc(C(F)(F)F)nc2c(Cl)cc(Cl)cc12)C1CCCCN1 (stereo not given),19,10,-19,-17,1,7,10,-10,1,-3,-20
CC(=O)Nc1ccc(S(=O)(=O)N2CCC(C(=O)c3ccc(F)cc3)CC2)cc1,-12,10,22,-6,-3,0,1,8,-5,-4,-3
C=CCCCCCCCCC(=O)Nc1ncccn1,0,9,4,0,-2,14,-11,11,2,-9,-2
CC(OC(=O)c1nn(C)c(=O)c2ccccc12)C(=O)Nc1ccc(S(N)(=O)=O)cc1 (stereo not given),1,29,-1,2,-14,4,0,-5,-13,-6,-7
Cc1ccccc1CNC(=O)c1ccccc1N,-7,-6,-17,-1,0,-36,-12,2,-1,-10,-16
O=C(CSc1nc2cc(Cl)ccc2s1)NCC1CCCO1 (stereo not given),14,2,-17,9,-4,-3,-1,-2,2,7,-5
COc1cc(OC)c2c(-c3cccc(-c4ccc(C(C)=O)cc4)c3)cc(=O)oc2c1,77*,x,56*,4,-32,9,0,2,-8,-2,x
CCN=C1SC(C(=O)Nc2cccc(Br)c2)CC(=O)N1CC (stereo not given),6,-9,3,-14,-1,-13,-3,13,0,2,-11
Cc1ccccc1CS(=O)(=O)CCC(=O)NCCN1CCN(c2cccc(Cl)c2)CC1,10,-6,22,-4,-2,2,8,-6,13,6,-7
CC1=CC(C)C2(COC(c3ccc[n+](C)c3)OC2)C(C)C1 (stereo not given),-1,6,-11,-6,0,14,-6,-6,12,-1,0
CCc1ccccc1N(CC(=O)NC(C)(C)CC)C(=O)CCC(=O)Nc1nccs1,22,7,7,1,-10,-6,0,11,-4,0,15
C=CCn1nc([N+](=O)[O-])nc1Sc1cccc2cccnc12,1,x,11,2,-4,3,-3,7,11,-8,x
Cc1ccc(C(C)C)c(OCCCN2CC(C)OC(C)C2)c1 (stereo not given),-10,18,10,-4,-17,-21,-2,3,-10,-5,-3
NC1=NC2CS(=O)(=O)CC2S1 (stereo not given),-1,-7,7,0,1,13,-5,4,12,9,8
COc1ccc(S(=O)(=O)N(CC(=O)NN=C2CCN(C)CC2)c2ccc(C)cc2)cc1OC,6,-39,20,-3,3,-21,-4,18,6,3,1
Cc1ccc(OCC(=O)N2CCCc3ccccc32)cc1,-4,4,-29,-5,-8,-21,-5,-54,-45,0,-5
O=C(COC(=O)CCSc1ccccc1)Nc1ccccc1,-37,-19,2,-4,-11,-8,-4,-16,-10,0,-7
CCc1nc2ccccc2c(NC(=O)CN2CC(C)CC(C)C2)c1C (stereo not given),16,-7,6,-1,11,5,-17,11,-4,-4,2
CCc1ccc(NC(=O)CCS(=O)(=O)c2cccc3nsnc23)cc1,-6,-31,6,0,-2,13,-9,0,0,-3,10

# Just ABHD5-PLIN5 inh, SRC2 inh and NCOA1 inh, for 3 of the compounds above:
SMILES,ABHD5-PLIN5 inh,SRC2 inh,NCOA1 inh
CC1=CC(C)C2(COC(c3ccc[n+](C)c3)OC2)C(C)C1 (stereo not given),-1,6,12
CCc1ccccc1N(CC(=O)NC(C)(C)CC)C(=O)CCC(=O)Nc1nccs1,0,7,-4
C=CCn1nc([N+](=O)[O-])nc1Sc1cccc2cccnc12,-8,x,11

# New compounds follow.
SMILES,TWEAK-Fn14 inh,SRC2 inh,TROY signal inh,Exocytosis inh,NOD2 RIPK2 PPI,SRC3 inh,TLR9-MyD88 block,NR5A2 inv ag,NCOA1 inh,ABHD5-PLIN5 inh,COUP-TFII inh
CC1(C)Cc2c(cnn2-c2ccc(F)cc2)C(NC(=O)CCC(F)(F)F)C1 (stereo not given),4,7,0,1,-10,-4,5,2,10,2,-7
CCc1cc2c(=O)c(-c3nc4ccccc4n3C)coc2c(CN2CCCCC2)c1O,13,-6,-29,-3,-8,2,-6,-8,6,-1,-34
CC(=O)Nc1cccc(C(=O)Nc2ccccc2C(=O)O)c1,15,-8,-10,-1,-9,24,-11,-4,-4,1,11
CC(C)c1nc2oc3c(NCc4ccccn4)ncnc3c2c2c1COC(C)(C)C2,23,-1,2,-2,1,13,6,3,7,-5,0
COc1ccc(OC)c(CCNC(=O)Cn2nc(C)c3c(C)n(-c4ccccc4)nc3c2=O)c1,9,13,-39,8,3,19,-2,17,-3,18,-10
CN(C)C(CNC(=O)c1cccc(S(=O)(=O)N2CC3(C)CC2CC(C)(C)C3)c1)c1ccco1 (stereo not given),3,-1,3,-1,-2,3,-1,-14,-35,4,-1
COc1ccnc2c1c(=O)n(Cc1ccc(Cl)cc1Cl)c(=O)n2C,-2,-8,-18,1,-4,5,-3,6,3,-7,-1
COc1ccc(CCCC(=O)NCCc2ccccc2)c(C)c1,-8,8,-3,27,2,-6,7,10,-28,8,-8

# Source: PubChem BioAssay
